CHRM5 antagonist: CHRM5 antagonism in calcium assay; P08912; CHO-hM5 cells, Fluo-8 calcium fluorescence, ACh EC80; inhibition, % at 3 µM; 0.59% of 360,000 active;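 active = inhibition above a per-plate cutoff, the mean of that plate's test compounds plus 3 SD, cut at about 27% in these data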;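 also: 0% = acetylcholine EC80 with DMSO and 100% = DMSO without agonist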
Target sequence (P08912 whole entry, looked up): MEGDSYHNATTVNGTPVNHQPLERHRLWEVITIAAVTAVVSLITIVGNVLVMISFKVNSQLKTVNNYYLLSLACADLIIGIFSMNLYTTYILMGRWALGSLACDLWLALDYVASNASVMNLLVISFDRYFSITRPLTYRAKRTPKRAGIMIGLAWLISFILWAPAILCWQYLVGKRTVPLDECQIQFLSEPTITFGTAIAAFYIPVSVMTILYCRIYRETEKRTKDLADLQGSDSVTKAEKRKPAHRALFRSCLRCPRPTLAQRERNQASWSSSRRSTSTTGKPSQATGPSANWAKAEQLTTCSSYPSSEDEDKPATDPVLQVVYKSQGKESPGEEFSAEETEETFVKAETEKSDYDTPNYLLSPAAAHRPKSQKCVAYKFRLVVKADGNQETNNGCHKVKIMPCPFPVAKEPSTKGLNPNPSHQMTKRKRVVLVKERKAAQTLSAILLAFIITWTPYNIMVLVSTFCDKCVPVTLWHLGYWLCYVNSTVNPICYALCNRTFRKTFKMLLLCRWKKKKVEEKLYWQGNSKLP
M5 PAM: positive allosteric modulators of human muscarinic M5 receptor | CHO-K1 hM5, Fluo-8 calcium, ACh EC20 PAM; 0% = ACh EC20, 100% = ACh EC100 | activation, % at 3 µM | 0.3% of 360,000 active;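 active = activation above the run cutoff, the mean activation of all test compounds plus 3 SD, cut at about 18% in these data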
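Probe or stimulus: acetylcholine, EC20 level; Assay system: human M5 receptor in CHO-K1 cells; Schedule: compound preincubation 140 s before EC20 acetylcholine addition; Technique: intracellular calcium via Fluo-8 fluorescence; Dosing: single-point, 3 µM nominal; Read-out basis: percent activation from peak-over-basal fluorescence ratio, scaled EC20-to-EC100 acetylcholine; Repeats: one well per compound, no replicates.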
CRFR2-BP antag: CRF-BP/CRF-R2 complex antagonism; AID 588475; HEK293 CRF-R2/CRF-BP, CRF-induced calcium fluorescence; 0.59% of 350,000 active; inhibition, % at 11.8 µM;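 active = inhibition of the ligand-induced calcium signal above about 50% at the single tested concentration, limit read from the data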
CHRM4 antagonist: antagonists of human muscarinic M4 receptor (CHRM4); AID 624125; inhibition, % at 3 µM; CHO-hM4 cells, ACh EC80, Fluo-8 calcium fluorescence; 0.73% of 360,000 active; P08173;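 active = inhibition above its plate's cutoff, the mean inhibition of sample wells plus 3 SD, cut at about 27% in these data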;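 also: 0% = acetylcholine EC80 with DMSO and 100% = DMSO without agonist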
M1 PAM: potentiates human M1 receptor response to acetylcholine; P11229; CHO-K1 hM1, Fluo-8 calcium fluorescence, ACh EC20; 0% = ACh EC20, 100% = maximal ACh; activation, % at 3 µM; 0.088% of 360,000 active; AID 588819; in the data active = activation above about 19%, passing the limit was not always enough
Target sequence (P11229 whole entry, looked up): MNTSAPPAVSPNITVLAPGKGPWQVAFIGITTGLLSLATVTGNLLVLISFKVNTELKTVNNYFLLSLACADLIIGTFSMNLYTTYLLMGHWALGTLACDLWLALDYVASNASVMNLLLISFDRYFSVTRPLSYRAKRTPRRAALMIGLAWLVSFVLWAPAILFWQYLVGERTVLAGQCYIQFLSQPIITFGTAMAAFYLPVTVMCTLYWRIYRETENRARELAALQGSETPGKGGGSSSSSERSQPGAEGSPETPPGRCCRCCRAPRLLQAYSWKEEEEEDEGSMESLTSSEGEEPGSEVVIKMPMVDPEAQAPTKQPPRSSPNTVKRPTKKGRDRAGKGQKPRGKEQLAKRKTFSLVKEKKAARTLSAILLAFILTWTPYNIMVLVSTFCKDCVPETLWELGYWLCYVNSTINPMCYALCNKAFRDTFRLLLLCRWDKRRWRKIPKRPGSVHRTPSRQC
CRFR2-BP ag: agonists of human CRF-binding protein/CRF-R2 receptor complex | 0.46% of 350,000 active | HEK293 CRF-R2/CRF-BP, calcium dye fluorescence (FLIPR); percent of saturating CRF peptide response | AID 588473 | activation, % at 13.2 µM;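 active = activation of at least 50%, plus an integration ratio under a set limit after plate pattern correction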;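 also: plate controls were neutral control wells without compound for no effect and CRF at EC100 for full effect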
CHRM5 agonist: agonists of human muscarinic M5 receptor (CHRM5); P08912; CHO-K1 hM5 cells, Fluo-8 calcium fluorescence; 0% DMSO wells, 100% maximal acetylcholine response; activation, % at 3 µM; 0.19% of 360,000 active; AID 624037;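 active = activation above the run's mean over test compounds plus 3 SD, cut at about 23% in these data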;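 also: signal is peak over basal fluorescence ratio across the kinetic read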
M4 PAM: potentiates acetylcholine response at human M4 receptor. P08173. CHO-K1 hM4/Gqi5, Fluo-8 calcium fluorescence, ACh EC20; 0% = ACh EC20, 100% = maximal ACh. activation, % at 3 µM. 0.4% of 360,000 active;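 active = activation above its plate's cutoff, the mean activation of sample wells plus 3 SD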; also: some results filed as inactive read as strong as hits
M4 ag: CHRM4 agonism in calcium assay | P08173 | CHO-K1 hM4/Gqi5, Fluo-8 calcium fluorescence; vehicle 0%, full acetylcholine response 100% | activation, % at 3 µM | 0.14% of 360,000 active;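 active = activation above the run mean over all test wells plus 3 SD, cut at about 32% in these data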;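 also: peak over basal fluorescence ratio per well then scaled between controls; 0% = DMSO wells and 100% = acetylcholine at EC100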
Active calls of the source: *; x = no result given.

entry	M1 PAM	CRFR2-BP antag	CHRM5 antagonist	M4 PAM	CRFR2-BP ag	M4 ag	CHRM5 agonist	CHRM4 antagonist	M5 PAM	mol
1	2	-12	-3	-3	3.3	1	-2	2	3	CC(C)(C)NCCOc1ccc2ccccc2c1
2	2	-5	2	0	0.1	1	0	-10	-6	O=C1NC(=O)C(c2ccccc2[N+](=O)[O-])=C1Nc1ccc(O)c(Cl)c1
3	-24	-2	8	-34	-0.4	-2	-6	27*	-18	C/C(=N\NC(=S)NC(C)C)c1ccc(Cl)s1
4	4	22	8	-2	5.7	2	0	-1	-7	Fc1ccc(NC(=S)Nc2cccnc2)c(F)c1F
5	-8	-15	11	-12	-0.8	0	-26	11	-14	CCC1CCC(N2CCN(c3ccc(F)cc3)CC2)CC1 (stereo not given)
6	-16	8	-5	-5	2.9	1	-4	-14	-4	CC[C@H](C)[C@H]1CNC(=S)N1CC1CCN(CC)CC1
7	-18	-7	-9	2	0.4	2	-5	3	-1	CCn1c(-c2cc(Br)cc(OC)c2O)nc2cc(S(=O)(=O)N(C)C)ccc21
8	6	-18	18	1	-0.9	7	5	8	2	CC1=C(SCc2ccccc2)C(=O)c2ccccc2C1=O
9	12	0	8	-1	0.0	1	-4	-15	1	Cc1cccc(C(=O)OC2CCOC2=O)c1C (stereo not given)
10	10	x	-1	4	x	1	1	-5	2	CC1(C(=O)NS(=O)(=O)c2cccc(F)c2)CCN1C(=O)c1ccco1 (stereo not given)
11	8	5	0	1	-0.4	0	0	2	-1	CCN1CCN(CC(=O)Nc2ccccc2)C(=O)C1=O
12	4	-18	5	0	1.5	-1	-2	3	-7	C=CCc1cc(C)ccc1OCC(O)CN1CCN(c2ccccc2)CC1 (stereo not given)
13	-3	-13	7	1	-0.1	0	-5	8	3	COC(=O)c1nn(-c2ccc(C)cc2)ccc1=O
14	8	11	7	-2	1.9	0	-3	-2	1	O=C(O)C1CCC(CNS(=O)(=O)c2ccccc2)CC1 (stereo not given)
15	-3	-32	3	0	-4.5	1	0	7	-4	O=C(CN(Cc1ccco1)C(=O)CCC(=O)Nc1ccccn1)NCCc1ccccc1
16	7	-79	-6	2	68*	1	1	4	5	O=C(C1=NN(c2ccccc2)C2C(=O)N(c3ccccc3)C(=O)C12)c1ccccc1 (stereo not given)
17	-22	6	12	-38	-1.6	3	-7	40*	-18	COc1ccc(NC(=S)N(CCCN2CCCCC2)Cc2cccs2)cc1
18	-3	-2	6	1	-2.1	1	-2	-7	-2	Cc1ccc(C(=O)NCc2ccc(N3CCN(C)CC3)cc2)cc1C
19	16	-15	9	2	-7.9	7	0	-9	-5	CCOc1ccc(C(=O)Nc2cccc3ncccc23)cc1Br
20	10	8	0	2	-1.2	1	-1	4	5	O=C(O)CC(NCc1ccco1)C(=O)OCC1CCCO1 (stereo not given)

Brought forward from above: seven compounds; new compounds follow.
entry	M1 PAM	CRFR2-BP antag	CHRM5 antagonist	M4 PAM	CRFR2-BP ag	M4 ag	CHRM5 agonist	CHRM4 antagonist	M5 PAM	mol
14	8	11	7	-2	1.9	0	-3	-2	1	O=C(O)C1CCC(CNS(=O)(=O)c2ccccc2)CC1 (stereo not given)
15	-3	-32	3	0	-4.5	1	0	7	-4	O=C(CN(Cc1ccco1)C(=O)CCC(=O)Nc1ccccn1)NCCc1ccccc1
16	7	-79	-6	2	68*	1	1	4	5	O=C(C1=NN(c2ccccc2)C2C(=O)N(c3ccccc3)C(=O)C12)c1ccccc1 (stereo not given)
17	-22	6	12	-38	-1.6	3	-7	40*	-18	COc1ccc(NC(=S)N(CCCN2CCCCC2)Cc2cccs2)cc1
18	-3	-2	6	1	-2.1	1	-2	-7	-2	Cc1ccc(C(=O)NCc2ccc(N3CCN(C)CC3)cc2)cc1C
19	16	-15	9	2	-7.9	7	0	-9	-5	CCOc1ccc(C(=O)Nc2cccc3ncccc23)cc1Br
20	10	8	0	2	-1.2	1	-1	4	5	O=C(O)CC(NCc1ccco1)C(=O)OCC1CCCO1 (stereo not given)
21	17	-14	7	1	1.5	0	-5	-16	-4	Cc1cc(C)c(S(=O)(=O)NCC(=O)NCc2cc(=O)n(C)c(=O)n2C)c(C)c1
22	2	-18	-4	-8	9.0	0	-2	-3	-7	Cc1ccc(S(=O)(=O)Nc2ccc(-c3nc4ccc(C)cc4s3)cc2)cc1
23	1	-21	23	-8	2.4	11	0	1	-7	COc1ccc(CN2CCC(C(=O)Nc3ccc(Oc4cccnc4)cc3)CC2)c(C)c1C
24	2	18	-1	-13	3.7	1	-5	-18	-3	Cc1cc2nc(-c3ccc(SCC(=O)Nc4ccc(S(=O)(=O)NC5CC5)cc4)nc3)[nH]c2cc1C
25	6	24	7	-10	0.2	7	-2	10	-6	Cc1cccc(N2CCN(C(=O)CSc3ccsc3[N+](=O)[O-])CC2C)c1 (stereo not given)
26	4	-15	12	3	0.4	0	-2	-10	1	Cc1ccc(C(=O)NC(=S)NNC(=O)COc2ccc([N+](=O)[O-])cc2)cc1
27	8	3	-6	4	-0.5	1	-4	-3	-1	CC(C)CCOP(=O)(c1ccc(N(C)C)cc1)C(O)c1ccccc1F (stereo not given)
28	1	19	-1	-3	-1.5	3	2	0	2	CCc1nn2cc(C(=O)c3cc(C)ccc3O)cnc2c1-c1ccc(F)cc1
29	-9	-23	20	-31	-1.4	5	-5	40*	-10	COC(=O)c1[nH]c2ccc(F)cc2c1NS(=O)(=O)c1ccc(F)c(C)c1
30	9	-23	-4	7	-2.2	2	0	-1	4	NC(=O)c1c(N)sc2c1CCC2
31	3	4	-22	7	-0.7	0	-2	-12	13	CC(=O)Nc1ccc(Nc2nc3c(S(=O)(=O)c4ccc(C)c(C)c4)nnn3c3ccccc23)cc1
32	-20	6	13	-3	-4.8	-1	-20	3	0	COc1ccc(NC(=S)N(CCCN2CCCC2)Cc2ccco2)cc1
33	4	10	4	5	-4.0	5	-3	-11	-1	COC(=O)c1cc(OC)c(OC)cc1NC(=S)N1CCN(c2ccccn2)CC1
34	-6	24	6	-4	-3.9	2	0	-8	-1	COc1ccc(C2/C=C\CN(CC3CC3)CC(=O)N2Cc2ccc(F)cc2)cc1 (stereo not given)
35	x	x	-4	6	x	1	2	2	5	CCOC(=O)N1CCN(C(C(=O)NC2CCCC2)c2ccco2)CC1 (stereo not given)
36	1	-4	19	-11	1.4	17	-2	2	-12	Cc1ccc(NCc2n[nH]c(=S)n2-c2ccccc2)cc1Cl
37	4	1	-1	1	0.9	0	-2	-2	9	CC(C)CC(=O)NC(C)C(c1cccs1)N1CCOCC1 (stereo not given)
38	6	-22	-11	-3	-1.4	1	-2	-3	0	COc1ccccc1C(=O)NC(CCSC)C(=O)NNC(=O)c1csc(N2CCOCC2)n1 (stereo not given)
39	4	0	4	3	-0.4	4	3	-6	-4	CC1CC(Nc2ccccc2)c2ccccc2N1C(=O)c1cccnc1 (stereo not given)
40	0	36	-2	-5	2.6	-1	-6	9	-7	Cc1cc(-n2c(C)cc(C(=S)N3CCOCC3)c2C)ccc1Br
41	14	17	5	-2	-1.0	0	-1	-3	5	CNS(=O)(=O)c1ccc2c3c(cccc13)C(=O)N2C
42	-7	x	9	-6	x	1	-1	2	-5	CC1=C(C(=O)N(C(C)C)C(C)C)CC(CC(=O)NCc2cccs2)C(=O)N1Cc1ccc(C(C)(C)C)cc1 (stereo not given)
43	-15	-28	-9	-10	1.5	-2	-8	2	-4	Cc1ccc(C(=O)c2cc([N+](=O)[O-])ccc2N2CCCCC2)cc1
44	9	-15	1	6	1.8	0	-3	-1	0	O=C(C1COc2ccccc2O1)N1CCCC1 (stereo not given)
45	6	-6	7	14	-0.7	1	1	-12	1	CC(OC(=O)c1nccnc1N)C(=O)Nc1ccc(S(=O)(=O)N2CCCC2)cc1 (stereo not given)
46	8	11	-5	-4	-0.8	0	3	9	0	Cc1ccc(NC(=O)Cn2cnc3c(nnn3Cc3ccc(F)cc3)c2=O)cc1
47	0	14	7	0	-1.7	0	-6	3	-2	COCC(=O)OCn1nnc2ccccc2c1=O
48	6	15	5	0	-0.4	1	3	5	3	CNC(=S)NNC(=O)c1cccc(C(F)(F)F)c1
49	3	23	3	1	-2.2	2	1	-5	-1	COC(=O)c1sc(N)c(C(=O)OC)c1COC(=O)CNS(=O)(=O)c1ccc(C)cc1
50	5	-3	-21	1	1.2	0	-3	-10	17	COc1cc(NC(=S)NN2CCN(C)CC2)cc(OC)c1
51	0	-6	4	4	-0.4	1	1	-11	-1	CC(C)c1ccc(C2c3[nH]c4ccccc4c3C[C@H]3C(=O)N(c4ccccc4C(=O)N4CCC(C(=O)O)CC4)C(=O)N23)cc1 (stereo not given in full)
52	-5	4	16	4	-0.4	4	-2	3	-11	CC(C)CCN(C(=O)c1csnn1)C(C(=O)NC1CCCC1)c1ccccc1 (stereo not given)
53	11	-12	-6	4	1.5	2	-3	-11	7	COc1cc(C(=O)Oc2ccc3c(c2)OCC3=O)cc(OC)c1OC
54	6	-4	1	-16	3.7	0	1	13	0	Oc1ccc(C(=S)N2CCN(Cc3ccccc3)CC2)cc1
55	6	3	6	-1	0.7	0	0	15	0	O=C(CCNC(=O)c1ccc([N+](=O)[O-])cc1)Nc1cc(Cl)ccc1N1CCOCC1
56	-3	2	8	2	-0.6	7	-2	1	-3	COc1ccc(NC(=O)c2oc3ccccc3c2NC(=O)C2CC2)cc1OC
57	7	-2	0	1	-0.7	-3	-7	-13	-3	Cc1cc(C)cc(N2CC(C)Cn3c2nc2c3c(=O)[nH]c(=O)n2C)c1 (stereo not given)
58	3	5	-5	9	0.1	0	0	7	-3	O=C(NC1CSC/C1=N\O)c1ccccc1 (stereo not given)
59	12	38	-4	16	9.8	-1	0	-15	3	COc1ccc(S(=O)(=O)N2CCCCCC2)cc1NC(=O)c1ccccc1F
60	0	6	0	-7	-0.5	6	0	4	-7	Cc1ccc(S(=O)(=O)N2CCN(C(=O)NCc3ccc(F)cc3)CC2)c(C)c1
61	7	-17	2	5	-1.3	1	14	-14	2	COc1cc(C2c3cc4c(cc3OC(N3CCCC3)C2C)OCO4)cc(OC)c1O (stereo not given)
62	12	4	-5	15	-2.4	1	3	0	6	Cc1c(/C=N\NC(=O)C2COc3ccc(C(C)(C)C)cc3O2)c2ccccc2n1C (stereo not given)
63	-9	-13	-6	-2	1.1	12	3	-11	-1	C[C@@H]1CN([C@@H](C)CO)S(=O)(=O)c2ccc(C#CC(C)(C)O)cc2O[C@H]1CN(C)C(=O)C1CCCCC1
64	4	-30	10	9	26	0	-4	-2	5	CCN1C(=O)[C@H]2[C@@H](c3ccc(-c4cccc(Cl)c4)c(OC)c3)N[C@@](C)(C(=O)OC)[C@H]2C1=O
65	6	-12	6	5	10	6	10	1	-4	Cn1c2c(c(=O)n(C)c1=O)C(c1ccc(C(F)(F)F)cc1)CC(=O)N2 (stereo not given)
66	4	7	-5	35*	5.9	2	1	-3	-1	CCCC1(C(=O)OCC)NC(c2cc(OC)c(OC)c(OC)c2)C2C(=O)N(CC)C(=O)C21 (stereo not given)
67	0	0	2	-2	0.0	1	-4	5	-2	Nc1nc(-c2ccc(Oc3ccccc3)cc2)cs1
68	8	-1	3	4	0.3	0	-4	-3	1	Nc1cccnc1S(=O)(=O)c1cccc(C(F)(F)F)c1
69	10	10	13	6	-0.7	1	0	-5	2	O=C(CNC(=O)Cc1ccccc1)NCc1cccs1
70	x	x	-4	-2	x	0	-1	-7	-9	COc1ccc(-c2sc3ccccc3c2-c2cc(OC)ccc2C=O)cc1
71	6	45	-4	2	4.9	2	0	9	3	CCOc1ccc(C(C)=O)cc1N1C(=O)C2C3C=CC(O3)C2C1=O (stereo not given)

From PubChem
